# KDM5B inh = KDM5B demethylase inhibition | Q9UGL1 | KDM5B demethylase, FDH-coupled NADH fluorescence (FDH is formaldehyde dehydrogenase) | Potency, µM (top dose mostly 57.7 µM), for inactives: at the top dose activity change, negative = inhibition, usual class: inhibitors | 220,000 tested, 2.6% active; active = well fitted inhibition curve with a large enough effect; inconclusive = small, poorly fitted or top-dose-only effect; inactive = no such curve, though single readings can be large or run the other way; also: 0% is about no effect; nearly all actives have a fitted effect of over 70% in size
# Target sequence (Q9UGL1 whole entry, looked up): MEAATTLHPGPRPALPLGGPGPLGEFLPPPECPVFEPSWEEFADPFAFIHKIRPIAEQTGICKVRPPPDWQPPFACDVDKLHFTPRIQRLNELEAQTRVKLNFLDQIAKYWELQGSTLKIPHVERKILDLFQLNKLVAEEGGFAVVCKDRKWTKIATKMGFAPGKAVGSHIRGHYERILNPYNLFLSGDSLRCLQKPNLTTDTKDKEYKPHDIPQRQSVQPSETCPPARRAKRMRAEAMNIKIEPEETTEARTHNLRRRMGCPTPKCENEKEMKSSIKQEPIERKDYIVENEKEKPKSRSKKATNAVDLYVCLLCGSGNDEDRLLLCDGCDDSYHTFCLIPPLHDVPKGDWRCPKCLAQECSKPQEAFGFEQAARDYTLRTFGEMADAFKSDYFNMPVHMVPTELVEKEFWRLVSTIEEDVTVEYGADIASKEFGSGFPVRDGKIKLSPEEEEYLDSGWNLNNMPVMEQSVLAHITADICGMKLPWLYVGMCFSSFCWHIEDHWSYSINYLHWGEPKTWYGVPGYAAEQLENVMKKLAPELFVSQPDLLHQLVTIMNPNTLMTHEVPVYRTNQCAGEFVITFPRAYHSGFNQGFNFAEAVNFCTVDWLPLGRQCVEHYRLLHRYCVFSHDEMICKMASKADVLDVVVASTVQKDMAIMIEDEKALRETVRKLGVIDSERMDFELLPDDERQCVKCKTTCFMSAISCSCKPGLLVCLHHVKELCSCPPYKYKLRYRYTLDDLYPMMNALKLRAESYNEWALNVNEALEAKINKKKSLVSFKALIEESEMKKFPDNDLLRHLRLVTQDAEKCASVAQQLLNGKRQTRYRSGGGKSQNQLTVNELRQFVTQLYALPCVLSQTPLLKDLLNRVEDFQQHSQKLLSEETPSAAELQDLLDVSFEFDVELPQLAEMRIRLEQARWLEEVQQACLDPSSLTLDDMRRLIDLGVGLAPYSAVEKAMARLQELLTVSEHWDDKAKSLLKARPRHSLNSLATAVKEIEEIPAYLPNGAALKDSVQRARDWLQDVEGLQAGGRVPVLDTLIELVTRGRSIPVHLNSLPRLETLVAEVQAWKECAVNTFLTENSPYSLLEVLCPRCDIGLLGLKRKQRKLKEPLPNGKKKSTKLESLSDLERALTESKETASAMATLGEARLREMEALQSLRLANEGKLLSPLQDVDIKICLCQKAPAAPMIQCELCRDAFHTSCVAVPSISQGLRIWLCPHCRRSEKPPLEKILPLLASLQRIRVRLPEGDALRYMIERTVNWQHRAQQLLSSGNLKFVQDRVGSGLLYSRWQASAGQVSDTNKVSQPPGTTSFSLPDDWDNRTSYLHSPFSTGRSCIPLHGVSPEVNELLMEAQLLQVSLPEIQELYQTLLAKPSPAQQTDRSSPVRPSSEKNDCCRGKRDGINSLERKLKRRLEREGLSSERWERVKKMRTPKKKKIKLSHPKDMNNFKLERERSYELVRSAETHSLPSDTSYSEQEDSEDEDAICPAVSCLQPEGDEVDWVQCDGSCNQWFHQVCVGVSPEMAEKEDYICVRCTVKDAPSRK
#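 Coupled FDH/NAD⁺ fluorescence readout. KDM5BΔAP 200 nM final; compound titration, 10 min RT preincubation; substrate mix 12.5 µM H3K4me3, 25 µM 2-OG, 50 µM Fe(II), 100 µM ascorbate, 0.25 mM NAD⁺, 0.25 U/mL FDH; ΔRFU over 30 min.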
# * hit, by the source's call; ? = inconclusive; [ ] = remark or other dose. Potency is read from the fitted curve at half-maximal effect.
SMILES,KDM5B inh
CCCn1c(CCC(=O)Nc2cc(OC)cc(OC)c2)nc2cccnc21,9.4%
O=C1NCc2ccccc2CC12CCN(Cc1cccc(Cl)c1)CC2,33.1%[activator][115 µM]
CCc1ccc2[nH]c(C(=O)Nc3ccc(F)cc3Br)cc2c1,-10.0%
Cc1ccccc1C(=O)N1CCn2c(nnc2-c2ccccc2)C1,-6.8%[86.2 µM]
Cc1ccccc1CN1CCc2nc(C(=O)N3CCOCC3)oc2CC1,-12.9%[86.2 µM]
COc1ccc(C2c3[nH]c4ccccc4c3CCN2CCCn2cccn2)c(F)c1 (configuration not stated),-7.3%
O=c1c2nc(-c3ccccc3)ccc2ncn1Cc1ccccn1,39.8µM*
CC1=C(c2ccc(C)c(C)c2)S(=O)(=O)N(Cc2ccc(C(=O)NCc3ccc(C)cc3)cc2)C1=O,-10.2%
O=C(NCc1cc(-c2ccccn2)no1)[C@H]1CNC[C@@H](C(=O)N2CCOCC2)C1,-4.6%
CC(=O)c1cc2c(cc1NC(=O)CSc1nnc(C3CC3)o1)OCO2,-26.1%
CN(c1cnn(-c2ccccc2)c(=O)c1Cl)n1cccc1,6.2%
Cc1cccc(Nc2nc(N)nc(CN3CC[C@@H](N)[C@H](O)C3)n2)c1,-22.2%
Cc1cccnc1NC(=O)c1ccc2nc(C)c(C)nc2c1,-10.3%
CC(=O)Nc1cccc(C(=O)N2CCC(n3cc(-c4nc(C5CC5)no4)nn3)C2)c1 (configuration not stated),3.2%
COc1ccc(-n2nc3c(N4CCC(C(=O)NC5CCCCC5)CC4)nnc(C)c3c2C)cc1,-5.2%
CCOc1cc(C=O)ccc1OCc1ccccc1,7.6%
O=C(Cc1ccsc1)N1CCC(c2nc(C3CCOCC3)no2)C1 (configuration not stated),?
COc1ccc2[nH]c(C[C@@H]3C[C@@H](C(C)C)[C@H](CN(C)C)C=C3C)nc2n1,?
Cc1ccc2c(CC(=O)Nc3ccc(S(=O)(=O)N4CCCCC4C)cc3)coc2c1 (configuration not stated),-11.9%
O=C(NC[C@H]1Cn2cc(-c3ccccc3)nc2CO1)Nc1ccc(F)cc1,?
Cc1nnc(N2C(=O)C(O)=C(C(=O)c3cccs3)C2c2ccc(C(C)(C)C)cc2)s1 (configuration not stated),-26.0%
COC[C@@H]1CN(C(=O)c2ccc(OC)nc2OC)C[C@H]1c1ccncc1,-1.5%
CCN1CCN(CCNC(=O)CCC[C@@H]2[C@H]3CCCN4CCC[C@@H](CN2C(C)=O)[C@@H]34)CC1,-28.2%
COc1cc(/C=C(\C#N)c2nc3ccccc3[nH]2)cc(Br)c1OC,?
CNc1c(NC(=O)c2cccc(F)c2)c(=O)oc2ccccc12,15.5%

# Other compounds follow:
SMILES,KDM5B inh
C=CCn1c(N)cc(=O)nc1SC(C)C(=O)Nc1ccc(C(=O)OCC)cc1 (configuration not stated),25.3%
CS(=O)(=O)c1nc2ccccc2[nH]1,0.3%
COc1ccc(Cn2c(CO)cnc2SCc2ccccc2C)cc1,-19.6%
COCCCNc1oc(-c2ccc([N+](=O)[O-])cc2)nc1C#N,-3.1%
COc1ccc(NC(=O)Cn2c(C)cc3ccccc3c2=O)c(OC)c1,?
Cc1n[nH]c(C)c1CCC(=O)N/N=C/c1c(C)[nH]c2ccccc12,26.7%
COc1ccc(NC(=O)CCC(=O)N/N=C/c2ccncc2)cc1,30.3%
O=C(Nc1ccc(NC(=O)c2cccs2)cc1)c1ccc(Br)cc1,?
COc1ccc2c(Cl)c(C(=O)OCC(=O)c3ccc4c(c3)NC(=O)CO4)sc2c1Cl,?
Cc1ccc(OCc2nc(C3CCCCN3C(=O)c3cc(F)ccc3F)no2)cc1 (configuration not stated),?
O=C(NCc1ccncc1)c1c(OCC2CC2)cc(=O)n2c1CCCCC2,0.5%
O=c1n(-c2ccc([N+](=O)[O-])cc2)nc2n1CCN(Cc1cccc3ccccc13)C2,?
COc1cccc2cc(C(=O)NCc3nc(-c4ccccc4)no3)oc12,-25.5%
O=C(COc1ccccc1)Nc1ccccc1C(=O)OCc1cc(=O)n2nc(C3CC3)sc2n1,8.5%
Cc1cc(C)n(CCNC(=O)c2cc(COc3ccc4ncccc4c3)on2)n1,-4.3%
Cc1ccc(C(c2sc3nc(-c4ccco4)nn3c2O)N2CCN(Cc3ccccc3)CC2)cc1 (configuration not stated),?
CC1=C(C(=O)OCC2CCCCC2)C(c2ccccc2F)NC(=O)N1 (configuration not stated),24.9%
COC(=O)/C(C#N)=C/c1c(N2CCN(c3ccccc3)CC2)nc2c(C)cccn2c1=O,-2.3%
Cc1ccc(-c2cnc3ccccc3n2)cc1C,?
COCCN1C(=O)CS(=O)(=O)C12CCN(C(=O)c1cc(F)cc(F)c1)CC2,14.3%
CC(=O)Nc1ccc(NC(=O)Cn2ccc3c(Cl)cccc32)cc1,1.3%
O=C1NCCCCCN(C(=O)c2ccsc2)[C@@H]2C[C@@H](C(=O)N3CCc4ccccc4C3)C[C@H]12,-17.0%
Cc1c(O)ccc2c(=O)c(-c3nc4ccccc4s3)coc12,-7.4%
CC(NC(=O)CCc1ccco1)C1CCCO1 (configuration not stated),10.0%
CCCOC(=O)c1ccc(NC(=O)C2CC(=O)N(c3ccc(C)cc3)C2)cc1 (configuration not stated),-3.8%

# Copied from the list.
# COc1cccc2cc(C(=O)NCc3nc(-c4ccccc4)no3)oc12 @ KDM5B inh = -25.5%
# CS(=O)(=O)c1nc2ccccc2[nH]1 @ KDM5B inh = 0.3%
# O=C1NCCCCCN(C(=O)c2ccsc2)[C@@H]2C[C@@H](C(=O)N3CCc4ccccc4C3)C[C@H]12 @ KDM5B inh = -17.0%
# C=CCn1c(N)cc(=O)nc1SC(C)C(=O)Nc1ccc(C(=O)OCC)cc1 (configuration not stated) @ KDM5B inh = 25.3%

# (cont.)
SMILES,KDM5B inh
Cc1cccc(-c2nc3c(C#N)c[nH]n3c2NC2CCCCC2)c1,?
COC(=O)c1cccc(NC(=O)Nc2ccc(Cl)cc2Cl)c1,17.3%
O=C(NC1CC1)[C@@H]1C[C@H](Oc2cccnc2)CN1S(=O)(=O)c1cccc(F)c1,-23.5%
O=C(c1cn[nH]c1-c1ccc(F)cc1)N1CCC2(CC1)CC(O)CCO2 (configuration not stated),1.5%
COc1ccc(NC(=O)CCS(=O)(=O)c2cc3c(cc2C)NC(=O)CO3)cc1Cl,-9.6%
Cc1ccc(NC(=O)Cn2nc3n(c2=O)CCCCC3)c(C)c1,32.2%[activator]
Cc1cc(C(=O)NCC(C)c2ccccc2)c2cccc(C)c2n1 (configuration not stated),?
COc1ccc(NC(=O)N2CCC(Oc3ncccc3C(=O)N3CCOCC3)C2)c(C)c1 (configuration not stated),-1.9%
CC(c1cccs1)N(C)C(=O)Cc1c[nH]c2ccccc12 (configuration not stated),13.2%
CCOc1ccccc1-c1nc(SCC(=O)c2ccc(OC)c(Br)c2)n[nH]1,-6.7%
C=CCC1(CO)CCCN(Cc2cc(C3CCCCC3)no2)C1 (configuration not stated),36.7%[activator]
COc1ccc(S(=O)(=O)N(CC(=O)NCCSCc2ccccc2)c2ccc(C)cc2)cc1,-3.3%
Cc1ccc(C(=O)NCc2ccncc2)c(C)c1,13.6%
Cc1ccc(CNc2ccc(-c3nc(-c4ccccn4)no3)cc2[N+](=O)[O-])cc1,-20.3%
COc1ccc(Nc2ncc(C(=O)Nc3cc(Cl)ccc3OC)c3ccccc23)cc1,?
COc1ccc2c(=O)c(-c3ccccc3)c(C(F)(F)F)oc2c1,-7.8%
O=C1CCCCC(C(=O)NCc2ccccc2)N1 (configuration not stated),33.3%[activator]
O=C(NC1CCCCC1)c1nn(Cc2ccccc2)c(=O)c2ccccc12,-9.9%
Cc1cc(C(=O)N2CCCCCCNC(=O)[C@@H]3C[C@@H](c4nc(-c5cccnc5)no4)C[C@@H]32)n(C)n1,-23.9%
Cc1ccccc1CC(=O)N1CCC(Cc2nc(-c3cnccn3)no2)CC1,1.8%
CC1CCN(c2nc3ccc(C(=O)NCc4ccccc4Cl)cc3s2)CC1,-18.9%
O=C(N/N=C1\CC2CCC1C2)c1sc2ccccc2c1Cl (configuration not stated),28.5%
Cc1cc2c(cc1S(=O)(=O)CCC(=O)NC1CCC(C)CC1)OCC(=O)N2 (configuration not stated),-4.6%
COc1ccccc1NC(=O)CCS(=O)(=O)c1ccc2nc(C)sc2c1,-3.1%
COc1ccc(NC(=O)CN(C)S(=O)(=O)c2ccc3c(c2)CCC(=O)N3)c(OC)c1,-23.0%[11.5 µM]

# Going on with the list:
SMILES,KDM5B inh
CCn1c(C2CCCN(C(=O)c3nnn(Cc4ccccc4)c3C)C2)n[nH]c1=O (configuration not stated),26.9%
CN1C(=O)CCC2(CNC(=O)c3cnccn3)CCC=C12 (configuration not stated),-16.2%
CC(=O)c1ccc(N2CCN(c3ncccn3)CC2)c([N+](=O)[O-])c1,-13.3%
CC(C(=O)N(C)CC(=O)Nc1ccccc1C(F)(F)F)N1CCN(c2cccc(Cl)c2)CC1 (configuration not stated),27.9%
CNC(=O)[C@@H]1C[C@H](Oc2ccccc2)CN1S(=O)(=O)c1cc(OC)ccc1OC,8.2%
CCOc1ccc(N=Cc2ccc(N(C)C)cc2)cc1,-10.6%
COc1cccc(C2C(C#N)=C(N)OC3=C2S(=O)(=O)N(C)c2ccccc23)c1OC (configuration not stated),-9.0%
Cc1ncsc1CN(Cc1ccccc1)C(=O)CCn1nnnc1CN1CCOCC1,6.3%
COc1ccc(CCNC(=O)c2cccn2-c2nnc(N3CCCCCC3)s2)cc1OC,-1.8%
O=S(=O)(NCc1ccccc1Cn1cccn1)c1c(Cl)cccc1Cl,-13.6%
COc1ccc(-n2c(SCc3nc(-c4ccc(C)cc4)no3)nnc2-c2ccccc2)cc1,-33.7%
Cc1ccc(F)cc1S(=O)(=O)N[C@@H]1CN(c2ncccn2)C[C@H]1CN(C)C,25.1µM*
COCCCNC(=O)Cn1c(=O)n(-c2ccc(C)c(C)c2)c(=O)c2c3c(sc21)CCCCC3,17.6%
Cc1ccc(-n2ncc(C(=O)NCCCN3CCc4ccccc4C3)c2C2CCN(C(=O)OC(C)(C)C)CC2)c(C)c1,-18.8%
CC(C)CCN1CCCC2(CC(Cc3ccccc3)=NO2)C1 (configuration not stated),-6.4%[86.2 µM]
CN=c1scc(C)n1/N=C/c1ccc(C#N)cc1,19.2%
Cc1ccc(C2=CC(c3ccccc3C)n3c(nc4ccccc43)N2)cc1 (configuration not stated),?
CCOC(=O)c1[nH]c(C)c(CCC(=O)NCc2ccc(OC(C)C)cc2)c1C,-24.8%
O=C(Cn1c(=O)oc2cc(S(=O)(=O)NCc3ccccc3)ccc21)NCc1ccc(Cl)cc1,-1.9%
CCOc1ccc(CNC(=O)C2CCN(c3nc4c(C)cc(C)cc4s3)CC2)cc1,22.2%
CCOc1ccc(N2CC(NC(=O)c3cc4ccccc4o3)CC2=O)cc1 (configuration not stated),-7.5%
CCC(C)N(C(=O)c1csnn1)C(C(=O)NCc1ccc(F)cc1)c1ccccc1 (configuration not stated),5.1%
CCOc1ccc(NC(=O)CC2Nc3cccc4cccc(c34)NC2=O)cc1 (configuration not stated),?
O=C(O)C(Sc1ccc2ccccc2n1)c1ccccc1 (configuration not stated),19.2%
CC(C)CNC(=O)N1CCCCCCNC(=O)[C@@H]2CCCC[C@@H]21,-1.1%

# As a short view, 5 of the compounds above.
SMILES,KDM5B inh
CCOc1ccc(N2CC(NC(=O)c3cc4ccccc4o3)CC2=O)cc1 (configuration not stated),-7.5%
CCC(C)N(C(=O)c1csnn1)C(C(=O)NCc1ccc(F)cc1)c1ccccc1 (configuration not stated),5.1%
CCOc1ccc(NC(=O)CC2Nc3cccc4cccc(c34)NC2=O)cc1 (configuration not stated),?
O=C(O)C(Sc1ccc2ccccc2n1)c1ccccc1 (configuration not stated),19.2%
CC(C)CNC(=O)N1CCCCCCNC(=O)[C@@H]2CCCC[C@@H]21,-1.1%

# Of the compounds above, these contain a CF3 group:
SMILES,KDM5B inh
COc1ccc2c(=O)c(-c3ccccc3)c(C(F)(F)F)oc2c1,-7.8%
CC(C(=O)N(C)CC(=O)Nc1ccccc1C(F)(F)F)N1CCN(c2cccc(Cl)c2)CC1 (configuration not stated),27.9%

# (list continues)
SMILES,KDM5B inh
CC(C)(C)c1ccc(-c2cc(=O)c3cc(NC(=O)c4ccncc4)ccc3o2)cc1,10.5%
COCCNC(=O)C1COC2(CCC(C)CC2)N1C(=O)c1cc(F)cc(F)c1 (configuration not stated),0.4%
O=C1NCc2ccccc2CC12CCN(Cc1ccncc1Cl)CC2,36.4%[activator][115 µM]
Cc1cc(C(=O)N2CCC3(CCC(=O)N(CCCn4ccnc4)C3)CC2)c(C)o1,27.2%
CC1=C[C@@H](CNC(=O)CC(C)(C)CC(=O)O)[C@H](C(C)C)C[C@H]1Cc1nc2ccccc2[nH]1,14.5%
Cc1ccc(O)c(C(=O)/C=C/c2ccc(Cl)cc2Cl)c1,13.5%
Cc1nn(CC(=O)N2CCN(C(=O)CC(C)C)CC2)c(=O)c2ccccc12,14.4%
C=CCNC(=O)CN1CCN(C(=O)Cn2c(C)cc3ccccc32)CC1,?
O=C(Nc1cccc(Cl)c1)C1CCN(c2nc3ccccc3nc2C(F)(F)F)CC1,-8.1%
COc1ccc(-c2ccc3c(n2)CN(CCOc2ccccc2)C(=O)CO3)cc1,12.6µM*
O=Cc1ccc(OCc2ccccc2)cc1,?
CCc1cccc(NC(=O)C(CC(C)C)NS(=O)(=O)c2ccc3c(c2)oc(=O)n3C)c1 (configuration not stated),-10.1%
COc1nccnc1NC1CCN(C(=O)CCc2ccccc2)CC1,25.1µM*

# High-throughput results: PubChem, National Center for Advancing Translational Sciences (NCATS)

# An excerpt (hit frequency here may not be typical).
